mcGAS RapidFire: blocks mouse cGAS cGAMP production; inhibition, % at 12.5 µM; AID 1259397; Q8C6L5; hit rate 0.18% among 130,000; recombinant mouse cGAS, cGAMP by RapidFire MS;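 active = inhibition of cGAS enzyme activity at or above 60%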;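 note: enzyme stimulated by 45 bp dsDNA with ATP and GTP substrates; cGAMP share of summed cGAMP plus half ATP and half GTP signals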
Target sequence (Q8C6L5 whole entry, looked up): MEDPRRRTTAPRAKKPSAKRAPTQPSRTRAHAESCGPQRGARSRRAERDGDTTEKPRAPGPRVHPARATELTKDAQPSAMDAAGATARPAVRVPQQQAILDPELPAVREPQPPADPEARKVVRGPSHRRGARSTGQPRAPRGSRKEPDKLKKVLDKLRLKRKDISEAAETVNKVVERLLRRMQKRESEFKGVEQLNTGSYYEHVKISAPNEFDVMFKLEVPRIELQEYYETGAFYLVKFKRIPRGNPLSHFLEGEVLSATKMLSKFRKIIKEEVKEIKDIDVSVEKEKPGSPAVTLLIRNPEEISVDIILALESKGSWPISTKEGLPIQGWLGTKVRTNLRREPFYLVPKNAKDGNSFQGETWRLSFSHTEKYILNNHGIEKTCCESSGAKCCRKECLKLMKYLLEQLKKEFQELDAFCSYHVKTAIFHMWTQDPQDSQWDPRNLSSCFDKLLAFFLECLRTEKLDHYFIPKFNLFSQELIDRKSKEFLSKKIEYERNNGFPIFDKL
Numbers without * were called inactive; & = joins results of further samples. Some of the compounds tested. The share of hits here may be higher or lower than overall.

SMILES	mcGAS RapidFire
CCOC(=O)c1ccc(N=C2SC(C(=O)Nc3ccccc3Cl)CC(=O)N2C)cc1 (configuration not stated)	-2.5
CS(=O)(=O)CCNC(=O)c1conc1-c1ccc(Cl)cc1	-9.0
Cc1c(C)n2c3c(=O)n(Cc4ccccc4)c(=O)n(C)c3nc2n1CC1CCCO1 (configuration not stated)	-2.5
CC(C)CC(NC1CCSCC1)c1cccnc1 (configuration not stated)	-15.9
COC(=O)c1cccc(COC(=O)c2[nH]c(C)c(C(C)=O)c2C)c1	1.7
COCCNC(=O)NC(=O)COC(=O)c1cc(Br)c(Br)s1	0.5
Cc1cnc(C(=O)Nc2ccccc2OC(F)F)cn1	-4.5
O=C(NC1CCN(c2ccccc2C(=O)N2CCN(c3ccc(Cl)cc3)CC2)CC1)C1CCCCC1	-4.3
Cn1nc(CC2CCN(C(=O)c3ccncn3)CC2)n(-c2ccccc2)c1=O	-15.1
CCOC(=O)C1=C(C)N=c2s/c(=C\c3cccc(O)c3)c(=O)n2C1c1ccc2c(c1)OCO2 (configuration not stated)	-4.6
Cc1ncc(-c2ccc(NC(=O)C(c3ccccc3)N(C)C)cc2)o1 (configuration not stated)	1.9
CCOC(=O)C1=C(CC)NC2=C(C(=O)CCC2)C1c1ccc(N(CC)CC)cc1 (configuration not stated)	-1.6
CCCOC1CCCN(C(=O)c2ccc(Cl)cc2Cl)C1 (configuration not stated)	-0.7
Cc1ccc(CN2CCC(CNC(=O)c3cccc(N)c3)C2)cc1C (configuration not stated)	-43.8
Cc1cccc(NC(=O)C(C)N2CCC(C(=O)N(C)C)CC2)c1 (configuration not stated)	-5.8
Cc1cccn2c(=O)nc(SCC(=O)NCCc3ccccc3)nc12	-4.6
CC(C)Cc1nc(C(=O)N2CCN(C3CCCC3O)CC2)cs1 (configuration not stated)	-1.6
CCCn1c(SCC(=O)NC2CCCCNC2=O)nc2cc(Cl)ccc21 (configuration not stated)	-29.5
COCCN(CC(=O)Nc1cccc(C)c1C)CC(=O)N1CCSc2ccccc21	2.7
CCC1CCCCN1C(=O)c1cccc(C#N)c1 (configuration not stated)	-11.3
CC(C)Cn1c(N)c(C(=O)CSc2ncnc3sc4c(c23)CCC4)c(=O)n(C)c1=O	-8.1
COCCN(Cc1cccs1)C(=O)c1nc2ccccc2[nH]c1=O	-12.7
Cn1cc(Br)cc(NC(=O)c2sccc2C#N)c1=O	-0.4
O=C1COC(=O)C1C(c1ccccc1N1CCN(Cc2ccccc2)CC1)C1C(=O)COC1=O (configuration not stated)	-11.6
CS(=O)(=O)NC(c1cccc(Cl)c1)c1ccccn1 (configuration not stated)	4.9
Cc1cc(NC(=O)c2cc(CC(C)C)on2)no1	11.4
Cc1ccc(NC(=O)CN(CCO)Cc2cccnc2)cc1Cl	-4.3
CCCCN(CCO)Cc1nc(-c2cccc(OC)c2)no1	15.0
CCOC(=O)CCn1c(=O)c2c(nc3n(CCCOC)c(C)cn23)n(C)c1=O	-8.4
CC(C)CC(O)C1CCN(Cc2cn[nH]c2-c2ccc(F)cc2)CC1 (configuration not stated)	-37.7
CCOCCn1c(CN(Cc2ccccc2)Cc2ccccc2)nc2c1c(=O)[nH]c(=O)n2C	-8.7
O=C1C2C3C=CC(C3)C2C(=O)N1c1ccc2c(c1)OCO2 (configuration not stated)	-8.6
CC(OC(=O)c1cccc(CS(C)(=O)=O)c1)c1ccc(F)cc1F (configuration not stated)	-12.5
COc1ccc(-c2cnn(C(C)(C)C(=O)Nc3ccon3)c2)cc1OC	5.5
CC(C)(C)c1csc(CNC(=O)C2CCCC2)n1	-0.4
Cc1cc(Br)c(O)c(C(=O)NCc2ccc(Cn3ccccc3=O)cc2)c1	19.5
CC(C)(C)C1CCc2sc(C(=O)O)cc2C1 (configuration not stated)	-1.6
Cc1c(C)n2c3c(=O)n(Cc4ccc(Cl)cc4)c(=O)n(C)c3nc2n1C	-9.0
CC1=CC=CN2C(C)=NC(C(F)(F)F)(C(F)(F)F)N=C12	-0.7
Cc1cc(C)c(/C=C/C(=O)NC2CCN(S(C)(=O)=O)CC2)cc1C	0.1
N#Cc1c(Cl)nsc1N1CCCC(c2nc3ccccc3[nH]2)C1 (configuration not stated)	21.2
Cc1cc(CNC(=O)C2CCCN2S(C)(=O)=O)c2[nH]c(C)c(C)c2c1 (configuration not stated)	-8.4
COc1cc(OC)nc(NC(=O)Cn2c(=O)c3ccccc3n3nc(C)cc23)n1	1.1
Cn1cc(CN2CCc3[nH]nc(C4COc5ccccc5O4)c3C2)cn1 (configuration not stated)	2.5
Cc1nc(-c2ccccc2)n(CN2CCOC(C)(C)C2)n1	-5.1
CN(Cc1cnccn1)C(=O)c1ccc(CSc2ncccn2)o1	-10.9
CCOC(=O)c1nn(-c2ccc(F)cc2)c(=O)cc1N1CCc2ccccc2C1	-3.4
CSC1CCC(N(C)Cc2csc(C)n2)C1 (configuration not stated)	-1.3
Cn1c(=O)[nH]c2cc(C(=O)N(Cc3ccccc3C(F)(F)F)C3CC3)ccc21	-0.9
C=c1ccccc1=C1N=C(c2ccc(NC(=O)c3cccc(Cl)c3)cc2)NO1	2.1
CCCC(=O)N1CCCC1C(=O)OCc1nc(C)c(C)o1 (configuration not stated)	4.0
CCN(Cc1cc(F)ccc1-n1cccn1)C1CCS(=O)(=O)C1 (configuration not stated)	-9.3
O=C(COc1ccc(F)cc1F)c1ccc2c(c1)N(Cc1ccc(C(=O)NCC3CC3)o1)C(=O)CO2	-10.2
CC(C(=O)NC(=O)NC(C)(C)C)N(C)Cc1cc(Br)cs1 (configuration not stated)	2.5
CC1=NN(c2nc(N)nc(Cn3nc(C)cc3C)n2)C(C)(C)C1	-5.9
CC1(C(=O)NCc2cccs2)CCN1Cc1csc2ccccc12 (configuration not stated)	1.9
O=C(c1cnc2nc(SCc3ccccc3)nn2c1)c1cc(Br)ccc1O	-7.5
CCOC(=O)c1sc2nc(C)nc(NCCCOC)c2c1C	-11.9
Nc1nccc(N2CC[C@@H](N3CCCCCC3)[C@H](O)C2)n1	-23.4
COc1cc(Br)cc2c1OC(c1ccc3c(c1)OCO3)C([N+](=O)[O-])=C2 (configuration not stated)	-3.6

(listing goes on)
SMILES	mcGAS RapidFire
Cc1cccc(C)c1NC(=O)c1cccc(CN(C)C(C)C(=O)N(C)C)c1 (configuration not stated)	-18.7
CC1(C)CC(=O)C(C(c2cc3c(cc2[N+](=O)[O-])OCO3)C2C(=O)CC(C)(C)CC2=O)C(=O)C1	-7.8
CC(NC(=O)Nc1ccc(N2CCOCC2)nc1)c1cccc(OC(F)F)c1 (configuration not stated)	-4.2
O=C(NCCn1nc(-c2cccnc2)ccc1=O)Nc1ccc2c(c1)OCO2	-9.5
Cc1ccc(CN)c(OC(C)CC(C)C)c1 (configuration not stated)	0.4
C=CCc1c(O)ccc2[nH]cc(S(=O)(=O)c3ccc(C)cc3)c12	-13.3
O=C(c1cncc(Cl)c1)N1CCC(N2CCCC(C(=O)N3CCCC3)C2)CC1 (configuration not stated)	-10.2
CN(C)S(=O)(=O)CCNC1CCN(c2ccc3c(c2)CCC3)CC1	-14.3
O=C(CCSc1ccc2c(c1)OCCO2)NCc1cnc2ccccc2c1	-14.6
Cc1cccc2c(=O)n(CC(=O)N3CCN(C(=O)CCC4CCCC4)CC3)cnc12	-12.7
O=c1[nH]c2cc(Cl)ccc2nc1Cc1ccc2ccccc2n1	0.7
CCOc1cccc(CNC2CCCc3c2cnn3-c2cc(F)cc(F)c2)c1O (configuration not stated)	2.3
CCOC(C)C(=O)Nc1nn(-c2ncccn2)cc1Br (configuration not stated)	-2.0
CCCCn1c(N)c(N(CC(C)C)C(=O)C2CCCC2)c(=O)[nH]c1=O	-1.7
c1ccc(N=P(N2CCOCC2)(N2CCOCC2)N2CCOCC2)cc1	-3.2
CSC1CCCC1N(C)CC(=O)N1CCCC(C(F)(F)F)C1 (configuration not stated)	-2.1
N=C(N)N1CCN(S(=O)(=O)C=Cc2ccccc2)CC1	1.4
O=c1[nH]nc(CCc2ccccc2)n1-c1ccc2c(c1)OCO2	-26.0
CSc1ccc(CN(C(=O)CN(C)C2CCS(=O)(=O)C2)C2CC2)cc1 (configuration not stated)	-13.5
CCC(C)(CCCNC(=O)Nc1cccc(F)c1)C1OCCO1 (configuration not stated)	1.1
CC(/C=C1\N=C(c2ccccc2)OC1=O)=C\c1ccccc1	-3.4
Cc1nc(CN2CCCC(NCc3cc4ccccc4o3)C2)no1 (configuration not stated)	10.6
COc1ccc(Cl)c2sc(N(CCN(C)C)C(=O)c3ccc([N+](=O)[O-])s3)nc12	-4.1
CSc1ccccc1C(=O)Nn1cnc2c(cnn2-c2ccccc2)c1=O	-7.5
C=CCn1c(=O)c2c(nc3n(-c4ccc(O)cc4)c(C)cn23)n(C)c1=O	-5.7
Cc1cc(C(=O)N(Cc2ccccn2)c2nc3ccccc3s2)n(C)n1	-2.6
CC(C)CN1CC(C(=O)Nc2cc(Br)ccc2Sc2nnnn2C)CC1=O (configuration not stated)	4.9
Nc1nc(-c2ccc3c(c2)OCCO3)cs1	-5.2
CCOC(=O)C1(C/C=C/c2ccccc2)CCCN(C(=O)c2ccc3c(c2)no[n+]3[O-])C1 (configuration not stated)	-0.9
CC(C(=O)Nc1sccc1C(N)=O)N1CCN(c2ccccc2O)CC1 (configuration not stated)	12.2

Of the compounds above, 10 contain a thiophene ring, fused or not:
SMILES	mcGAS RapidFire
COCCNC(=O)NC(=O)COC(=O)c1cc(Br)c(Br)s1	0.5
CC(C)Cn1c(N)c(C(=O)CSc2ncnc3sc4c(c23)CCC4)c(=O)n(C)c1=O	-8.1
COCCN(Cc1cccs1)C(=O)c1nc2ccccc2[nH]c1=O	-12.7
Cn1cc(Br)cc(NC(=O)c2sccc2C#N)c1=O	-0.4
CC(C)(C)C1CCc2sc(C(=O)O)cc2C1 (configuration not stated)	-1.6
CC(C(=O)NC(=O)NC(C)(C)C)N(C)Cc1cc(Br)cs1 (configuration not stated)	2.5
CC1(C(=O)NCc2cccs2)CCN1Cc1csc2ccccc12 (configuration not stated)	1.9
CCOC(=O)c1sc2nc(C)nc(NCCCOC)c2c1C	-11.9
COc1ccc(Cl)c2sc(N(CCN(C)C)C(=O)c3ccc([N+](=O)[O-])s3)nc12	-4.1
CC(C(=O)Nc1sccc1C(N)=O)N1CCN(c2ccccc2O)CC1 (configuration not stated)	12.2

(continued)
Molecule: CC(C(=O)N1CCCC(C(=O)NC2CC2)C1)c1ccc(Cl)s1 (configuration not stated)
- mcGAS RapidFire = -12.2
Molecule: Cc1ccc(/C=C/S(=O)(=O)Nc2c(C(N)=O)sc3ccccc23)cc1
- mcGAS RapidFire = -1.0
Molecule: O=C(Cc1ccc2c(c1)OCCO2)N1CCCC1c1ccsc1 (configuration not stated)
- mcGAS RapidFire = -13.2
Molecule: CNc1cncc(-c2ccc(NS(C)(=O)=O)cc2)n1
- mcGAS RapidFire = -2.1
Molecule: COc1ccc(C(=O)Nc2ccc(C#N)cc2)cc1F
- mcGAS RapidFire = -4.2
Molecule: CCOc1cccc2sc(=NC(=O)c3nc4ccccc4s3)n(CC)c12
- mcGAS RapidFire = -5.8
Molecule: Cc1noc(C)c1C(=O)N1CCC1(C)C(=O)NS(=O)(=O)Cc1cccc(Cl)c1 (configuration not stated)
- mcGAS RapidFire = -14.0
Molecule: Cc1ccnc(NC(=O)CC2CSc3nc(C)cc(=O)n32)c1 (configuration not stated)
- mcGAS RapidFire = -8.6
Molecule: O=C(O)c1ccc(C2NC(=O)c3cc(Cl)ccc3O2)cc1 (configuration not stated)
- mcGAS RapidFire = -4.0
Molecule: O=C(c1ccco1)N1CCCC(OCc2ccc(F)c(F)c2)C1 (configuration not stated)
- mcGAS RapidFire = -7.6
Molecule: CC(C)C(=O)Nc1ccc(S(=O)(=O)N2CCOC(c3ccccc3)C2)cc1 (configuration not stated)
- mcGAS RapidFire = -6.9
Molecule: O=C1c2ccccc2C(Cc2ccncc2)(Cc2ccncc2)c2ccccc21
- mcGAS RapidFire = 21.9
Molecule: CN(C)CCOC(c1ccccc1)c1ccccc1 (tested in a mixture with another compound)
- mcGAS RapidFire = 10.0
Molecule: Cc1ccc(-c2ccc(C3=CC(C)(C)OC3=O)cc2)cc1
- mcGAS RapidFire = -1.8
Molecule: CCOC(=O)C1(CCCc2ccccc2)CCCN(C(=O)c2ocnc2C)C1 (configuration not stated)
- mcGAS RapidFire = 9.4
Molecule: CCCCc1c(C)nc(N)[nH]c1=O
- mcGAS RapidFire = -9.3
Molecule: O=c1n(CCCN2CCN(c3cccc(Cl)c3)CC2)nc2ccccn12
- mcGAS RapidFire = -2.9&-0.4&0.6
Molecule: O=C1c2ccccc2S(=O)(=O)N1CCCN1CCN(c2ncccn2)CC1
- mcGAS RapidFire = -14.1&-5.6
Molecule: CCOc1ccccc1N=c1scc(-c2ccc(Cl)s2)n1CCOC
- mcGAS RapidFire = -4.9
Molecule: c1ccc(CNc2cc(-c3n[nH]c4ccccc34)c3cc[nH]c3n2)nc1
- mcGAS RapidFire = 13.8
Molecule: CC(C)SCCNS(=O)(=O)c1sc2c(c1C(=O)O)CCNC2
- mcGAS RapidFire = -7.7
Molecule: CC(C)(C)c1nnc2c(-c3nc4ccccc4s3)c(N)[nH]n2c1=O
- mcGAS RapidFire = 16.6
Molecule: CN(Cc1cnc(N)nc1)Cc1cccc2cnccc12
- mcGAS RapidFire = -11.3
Molecule: O=C(Nc1nc(CN2CCCCC2)cs1)C1=Cc2ccccc2OC1
- mcGAS RapidFire = -7.7
Molecule: Cc1[nH]ncc1NS(=O)(=O)c1cc(C(F)(F)F)cc(C(F)(F)F)c1
- mcGAS RapidFire = -4.6

Molecule: Cc1nn(C)c(C)c1CC(=O)NCc1ccc(N(C)C)c(F)c1
- mcGAS RapidFire = -8.9
Molecule: NC(=O)c1cnc2n1CCN(C(=O)c1ccc3c(c1)CCO3)C2
- mcGAS RapidFire = -15.4
Molecule: CCOc1ccc(Cc2nnc(Nc3cccc(C)c3C)[nH]c2=O)cc1
- mcGAS RapidFire = -3.9
Molecule: O=C1C2CC=CCC2C(=O)N1CN1CCc2sccc2C1c1cccs1 (configuration not stated)
- mcGAS RapidFire = -8.2
Molecule: O=C(Nc1ccc(-n2cccn2)nc1)C1CC(c2cccc(F)c2)=NO1 (configuration not stated)
- mcGAS RapidFire = 2.2
Molecule: Cc1cccnc1CN1CCN(Cc2nc[nH]c2C)CC1
- mcGAS RapidFire = -29.2
